Compound activity from PubChem BioAssay.
IP6K1 inhibitor: inhibitors of human IP6K1 | 0.81% of 140,000 active | IP6K1 kinase, ADP-Glo luminescence, 2 h; active compounds read low | activity change, % (series mostly up to about 58 µM) | AID 1645851 | Q92551; in the data active = activity change below about -25%
Target sequence (Q92551 whole entry, looked up): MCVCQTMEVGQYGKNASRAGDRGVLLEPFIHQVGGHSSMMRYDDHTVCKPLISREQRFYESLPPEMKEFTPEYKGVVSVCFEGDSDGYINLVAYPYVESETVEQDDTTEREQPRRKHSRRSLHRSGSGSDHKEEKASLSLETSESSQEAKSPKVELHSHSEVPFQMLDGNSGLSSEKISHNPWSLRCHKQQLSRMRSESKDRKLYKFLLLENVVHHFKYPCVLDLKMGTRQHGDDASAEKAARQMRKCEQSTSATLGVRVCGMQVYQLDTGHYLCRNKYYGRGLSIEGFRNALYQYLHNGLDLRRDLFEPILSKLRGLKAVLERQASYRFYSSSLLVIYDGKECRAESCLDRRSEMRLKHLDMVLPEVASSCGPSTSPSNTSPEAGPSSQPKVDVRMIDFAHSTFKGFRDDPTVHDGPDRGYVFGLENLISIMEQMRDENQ
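ADP-Glo luminescence measures ADP made by human IP6K1 during a 2 h RT reaction with ATP/IP6 (mix at 1.3 mM/130 uM); top library doses 57.5 and 19.1 uM final.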
SNCA expr inhib: SNCA gene expression inhibition. AID 1671194. HEK-293 SNCA-luciferase knock-in, luminescence, 24 h. 0.17% of 140,000 active. Potency, µM (doses to about 57.2 µM), for the others: at the top dose activity change, negative = inhibition, hits mostly inhibitors;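 also: potency is read from the fitted curve at half-maximal effect; plate controls were DMSO cells for no effect and cell-free wells for full effect; nearly all actives have a fitted effect of over 45% in size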
GPT2 inhibitor: GPT2 alanine aminotransferase inhibition; Potency, µM (series often up to 57.7 µM), for the others: top-dose activity change, negative = inhibition, actives largely listed as inhibitors; AID 1671188; Recombinant GPT2, coupled pyruvate oxidase/HRP Amplex Red fluorescence; Q8TD30; 0.25% of 100,000 active; also: potency is read from the fitted curve at half-maximal effect; nearly all actives have a fitted effect of over 60% in size; many of its hits are not listed in these tables
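Inhibition is scored from Amplex Red fluorescence generated when pyruvate oxidase and HRP act on pyruvate released by GPT2. Reactions contain 10ng/uL enzyme, 250uM a-KG and 2mM L-alanine and run 30 min at room temperature.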
HEK293 viab: counter-screen for SNCA expression inhibitors: cell viability; HEK-293-SNCA-luc viability, GF-AFC fluorescence, 24 h; 0.12% of 150,000 active; Potency, µM (highest dose often 57.1 µM), without a hit: at the top dose activity change, negative = cytotoxicity, most hits filed as cytotoxic; AID 1671193;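 also: potency is read from the fitted curve at half-maximal effect; 0% = DMSO-treated cells and -100% = medium-only wells without cells; nearly all actives have a fitted effect of over 30% in size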
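Cytotoxicity counterscreen: after 24 h compound treatment of genome-edited SNCA-luciferase HEK-293 cells, live-cell protease substrate GF-AFC read by fluorescence after 30 min; activity scaled between DMSO (0%) and medium-only (-100%), curves Hill-fitted.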
NIH3T3 tox: kills NIH 3T3 cells; NIH 3T3 viability, CellTiter-Glo ATP luminescence, 48-72 h; Potency, µM (highest dose often 96.7 µM), for inactives: at the highest dose activity change, negative = cytotoxicity, most hits filed as inhibitors; 4.3% of 94,000 active; AID 1345082; also: potency is read from the fitted curve at half-maximal effect; nearly all actives have a fitted effect of over 55% in size
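Cells were seeded at 400 per well, treated with pin-transferred compound, and kept 48 or 72 hr at 37 °C before CellTiter-Glo addition and luminescence imaging of cellular ATP.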
Luciferase inh: Photinus pyralis luciferase inhibition; 2.5% of 76,000 active; purified P. pyralis luciferase, luminescence, biochemical; Potency, µM (series often up to 115 µM), for the others: at the top dose activity change, negative = inhibition, actives largely listed as inhibitors; P08659; also: potency is read from the fitted curve at half-maximal effect; nearly all actives have a fitted effect of over 65% in size
Target sequence (P08659 whole entry, looked up): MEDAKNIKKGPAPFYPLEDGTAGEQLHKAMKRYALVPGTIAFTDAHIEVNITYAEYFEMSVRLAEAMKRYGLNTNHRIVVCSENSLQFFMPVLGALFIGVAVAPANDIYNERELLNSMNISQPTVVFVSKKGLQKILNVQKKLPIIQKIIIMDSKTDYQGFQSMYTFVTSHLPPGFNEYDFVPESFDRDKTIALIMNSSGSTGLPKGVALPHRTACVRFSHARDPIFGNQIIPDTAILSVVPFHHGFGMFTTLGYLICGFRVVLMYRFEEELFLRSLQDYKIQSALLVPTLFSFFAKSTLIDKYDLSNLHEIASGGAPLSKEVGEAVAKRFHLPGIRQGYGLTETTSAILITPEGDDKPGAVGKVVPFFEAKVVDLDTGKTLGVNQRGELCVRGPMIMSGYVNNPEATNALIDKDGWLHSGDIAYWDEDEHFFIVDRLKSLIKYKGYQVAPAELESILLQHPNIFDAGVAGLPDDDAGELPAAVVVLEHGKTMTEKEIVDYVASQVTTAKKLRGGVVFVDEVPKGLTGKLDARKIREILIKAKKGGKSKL
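FLuc 10nM, D-luciferin 10uM, ATP 10uM, Mg acetate 10mM, Tris acetate pH 7.5, Tween/BSA; cpd qHTS; enzyme added last; CCD luminescence.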
HEK293 tox: cytotoxic compounds in HEK 293 cells. AID 1345083. Potency, µM (doses to about 115 µM), inactives show at the highest dose activity change, negative = cytotoxicity, hits mostly inhibitors. 6.6% of 94,000 active. HEK 293 viability, ATP luminescence (CellTiter-Glo), 48-72 h; also: potency is read from the fitted curve at half-maximal effect; nearly all actives have a fitted effect of over 60% in size
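ATP-coupled CellTiter-Glo luminescence served as viability read-out, recorded 10 min after reagent addition at room temperature. HEK 293 cells, 250 cells/well, had been incubated with pintool-transferred compound for 48 or 72 hr at 37 degree Celsius.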
* marks the source's active call; other numbers are inactive results; i = inactive; ? = inconclusive; . = not tested or not shown; [ ] = remark or other dose. Unless noted, calls follow the shape of the dose curve; as a rule, active = well fitted curve in the direction sought with a large enough effect; inconclusive = small, poorly fitted or top-dose-only effect, or another doubt; inactive = no such curve, though single readings can be large; an effect the other way counts as inactive or inconclusive. Unless noted, % is scaled to controls: 0 for no effect and ±100 for the full control effect. These rows are one share of the data, so the mix of outcomes need not match the whole.

SMILES | IP6K1 inhibitor | SNCA expr inhib | GPT2 inhibitor | HEK293 viab | NIH3T3 tox | Luciferase inh | HEK293 tox
CCN(CC)C(=O)C1CCN(C(=O)c2cnn(-c3ccccc3)c2-n2cccc2)CC1 | -11.9 | -5.6% | . | 0.5% | . | . | .
O=C(c1ccccc1)N1CCC(c2n[nH]c(=O)n2-c2ccccc2)CC1 | -8.8 | 5.3% | i | 0.6% | ? | 0.0% | -2.6%
O=C(Nc1cnc(-c2ccc(C(F)(F)F)cc2)nc1)C1CCOC1 (stereo unspecified) | -2.5 | 142.1%[activator] | i | 14.2% | ? | 17.8µM* | ?
CCCCCCn1c(=O)c2c(ncn2C)n(C)c1=O | 3.9 | -35.0%[25.6 µM] | 0.4% | -8.5%[23.9 µM] | . | . | .
CC(=O)N1CCn2ncc(C(=O)N3CCOCC3)c2C1 | 16.2 | ? | i | ? | i | . | 3.7%[172 µM]
CC(=O)N1CCC(Cn2c(C)cnc2C2CC2)CC1 | 5.5 | 26.9% | i | 2.5% | -3.0% | 6.0% | -9.1%
COc1cccc(CNC(=O)CCn2ccc3cc(S(=O)(=O)N4CCCC4)ccc32)c1 | 10.2 | -4.2% | . | 13.0% | . | . | .
Cn1ncc2c(C(=O)N3CCCC3)cc(-c3cccc(F)c3)nc21 | 11.3 | . | . | . | ? | . | ?
COCCNC(=O)[C@H]1C[C@H](Oc2ccccc2)CN1C(=O)c1ccco1 | 28.1 | ? | i | 10.7% | i | 0.0% | -11.0%
CCc1nnc2c3ccccc3nc(Nc3cc(C)cc(C)c3)n12 | -17.3 | 13.0% | . | 1.7% | . | . | .
COC[C@H]1C[C@@H](NC(=O)C2CCCC2)[C@H](O)[C@@H]1O | -2.5 | -10.0%[87.6 µM] | i | 1.9%[87.6 µM] | i | -5.7%[230 µM] | 4.9%[230 µM]
CC(C)Cn1c(=O)c(C(=O)NCc2cccs2)nc2cccnc21 | 12.3 | -5.1%[87.6 µM] | -12.7%[88.5 µM] | -5.8%[87.6 µM] | ? | . | ?
COc1nc(-c2ccc(OC)c3ncccc23)ncc1F | -13.6 | -15.1% | i[11.5 µM] | 8.2% | ? | 7.5% | -15.7%
COc1cc(CN2CCN(Cc3ccc(-n4cccn4)cc3C)CC2CCO)cc(OC)c1 (stereo unspecified) | -10.4 | -27.7% | i | ? | ? | -9.4% | ?
O=S(=O)(N[C@H]1[C@H](O)[C@H](O)C[C@@H]1c1ccccc1)c1ccccc1 | -0.8 | 25.6%[87.6 µM] | 1.4%[88.5 µM] | 10.3%[87.6 µM] | 0.6%[174 µM] | -4.8%[172 µM] | i
COc1cccc(C(=O)Nc2ccc3c(c2)CN(Cc2cccc(OC)c2OC)C(=O)C(C)O3)c1 (stereo unspecified) | 2.1 | 0.5% | i | 1.4% | 35.5µM* | -15.8% | 28.2µM*
O=C(NCCc1ccc(F)cc1)C(=O)NCC(c1cccs1)S(=O)(=O)c1ccccc1 (stereo unspecified) | -30.0* | 21.5% | . | -17.0% | . | . | .
CCOc1cccc(C(=O)N(Cc2ccc(CC)cc2)C2CCS(=O)(=O)C2)c1 (stereo unspecified) | 8.3 | 5.4% | . | -1.0% | . | . | .
CC(=O)N1c2ccc(S(=O)(=O)NCC3CCC(C(=O)Nc4ccccc4C)CC3)cc2CC1C (stereo unspecified) | 12.2 | 32.1%[activator] | . | 14.6% | . | . | .
Cc1ccc2nc(CO[C@H]3CN(Cc4ccc(C(F)(F)F)cc4)C[C@H]3F)[nH]c2c1 | -14.7 | ? | -7.9%[88.5 µM] | ? | ? | -10.8%[172 µM] | ?

Profiles, quoted from the list.
`CCOc1cccc(C(=O)N(Cc2ccc(CC)cc2)C2CCS(=O)(=O)C2)c1` (stereo unspecified) is listed with IP6K1 inhibitor = 8.3; SNCA expr inhib = 5.4%; GPT2 inhibitor = .; HEK293 viab = -1.0%; NIH3T3 tox = .; Luciferase inh = .; HEK293 tox = .
`CC(C)Cn1c(=O)c(C(=O)NCc2cccs2)nc2cccnc21` is listed with IP6K1 inhibitor = 12.3; SNCA expr inhib = -5.1%[87.6 µM]; GPT2 inhibitor = -12.7%[88.5 µM]; HEK293 viab = -5.8%[87.6 µM]; NIH3T3 tox = ?; Luciferase inh = .; HEK293 tox = ?
`CCc1nnc2c3ccccc3nc(Nc3cc(C)cc(C)c3)n12` is listed with IP6K1 inhibitor = -17.3; SNCA expr inhib = 13.0%; GPT2 inhibitor = .; HEK293 viab = 1.7%; NIH3T3 tox = .; Luciferase inh = .; HEK293 tox = .

Later entries
SMILES | IP6K1 inhibitor | SNCA expr inhib | GPT2 inhibitor | HEK293 viab | NIH3T3 tox | Luciferase inh | HEK293 tox
COc1ccc(C(=O)Nc2ccc([C@@H](O)[C@H]3COCC(=O)N3Cc3ccc(F)cc3)cc2)cc1OC | -9.4 | 10.4% | -6.2% | -5.2% | -14.7% | -1.5% | ?
CCC1(N2CCN(C(=O)c3cc(F)ccc3Cl)CC2)CCN(C(=O)C(C)C)C1 (stereo unspecified) | 7.6 | -22.5% | -10.9% | 5.4% | -12.6% | -9.4% | -13.1%
COc1ccc(/C=C/c2ccc3c(c2)C(=O)N2C[C@@H](NS(C)(=O)=O)C[C@H]2C(=O)N3)cc1 | 1.5 | 0.1% | -2.5% | -9.4% | ? | ? | ?
COc1cccc(C(=O)N2CCC3(CC2)CC(O)CCO3)c1 (stereo unspecified) | 14.8 | -27.6% | 0.9% | -0.6% | i | -1.1% | -5.4%
O=C(c1cccc(Cl)c1)N(Cc1ccco1)Cc1ccccc1Cl | 12.1 | -11.5% | . | -13.0% | . | . | .
O=C(CO)[C@@H](O)[C@H](O[C@@H]1O[C@H](CO)[C@H](O)[C@H](O)[C@H]1O)[C@H](O)CO | 0.7 | . | -16.0% | -11.4% | . | . | .
CCN(CC)C(=O)CN1C(=O)NC(c2ccccc2OC)C2=C1COC2=O (stereo unspecified) | -4.4 | -3.6% | -2.2% | -3.8% | -15.0% | -9.5% | -13.2%
Cc1cc(Br)cc2c1N(Cc1ccccc1OC(C)C)C(=O)C2=O | -14.4 | ? | . | ? | . | . | .
COc1ccc([C@H]2CN(C(=O)c3ccc(C#CC(C)(C)O)cc3)C[C@@H]2N)cc1 | -3.9 | 2.6% | i | -4.5% | -1.4% | 4.1% | -0.1%
Cc1ccc(-n2c(C3CCN(C(=O)Cc4ccc(F)cc4)CC3)n[nH]c2=O)cc1 | -7.4 | -9.2% | -1.4% | -5.3% | ? | -1.0% | -0.8%
COc1ccccc1C(=O)Nc1ccc(-c2nc3cc(C)cc(C)c3o2)cc1 | 16.7 | 50.3%[activator] | . | -3.0% | . | . | .
COC(=O)c1[nH]ncc1CN1CCCC2(C1)CN(C)C(=O)O2 (stereo unspecified) | 5.7 | -2.7% | 3.7% | 4.6% | 0.2% | -0.2% | -9.4%
CCC1CN(C(=O)N2CCC(C(=O)NCc3cccc(OC)c3OC)CC2)c2cc(C)ccc2O1 (stereo unspecified) | 33.3 | -26.6% | . | -5.9% | . | . | .
O=C1c2c(nc(CNCc3ccc4c(c3)OCO4)n2Cc2ccccc2)NCCN1Cc1ccccc1 | 0.3 | 6.1% | -12.2% | 2.2% | ? | 0.4% | ?
COc1ccc(C)cc1NC(=O)Cn1nc2n(c1=O)CCCC2 | 7.0 | 4.0% | 4.8% | ? | 2.6% | -4.4% | 1.3%
Cc1cccc(CN2CCCC(c3nc(C(C)C)no3)CCNC(=O)CC2)c1 (stereo unspecified) | 12.1 | -20.3% | i | -1.7% | ? | -14.2% | ?
CCCC(=O)C1=C(c2cccc(OC)c2)N(C(=O)CCC)n2c(C)nnc2S1 | -6.1 | ? | . | 1.2% | . | . | .
CS(=O)(=O)c1ccc(CN2CCOC[C@H]2c2ncc(-c3ccc(Cl)s3)[nH]2)cc1 | 9.9 | 16.9% | -14.0% | 6.7% | -24.5% | 1.1% | ?
CCOCC(=O)N1CCC2(CC1)C(OC)C(=O)N2CC1CC1 (stereo unspecified) | 1.7 | 25.8% | 2.0% | 4.4% | -12.4% | . | i
O=C(NCc1ccccc1-n1ccnc1)C1CC(=O)N(Cc2cccnc2)C1 (stereo unspecified) | 3.5 | 1.3% | 0.1%[11.5 µM] | -8.1% | i | -3.1% | -0.5%
Cc1ccccc1CS(=O)(=O)Cc1ccc(C(=O)NCc2ccc(F)cc2)o1 | 2.8 | -23.5% | . | -5.5% | . | . | .
COc1ccccc1C(=O)N1CCCC(C(=O)N2CCCC2c2nc3ccncc3[nH]2)C1 (stereo unspecified) | 2.3 | -4.3% | i | -0.6% | -8.4% | . | i
Cc1cccc(-n2c3nc(=O)[nH]c(=O)c-3cc3ccc(Cl)cc32)c1C | 11.4 | 22.7% | . | 11.5% | . | . | .
Cc1ccccc1NC(=O)C1CCN(S(=O)(=O)c2cccc3nonc23)CC1 | -3.6 | -3.0% | . | 2.6% | . | . | .
Cc1oc2cc3oc(=O)c(CC(=O)N4CCCCC4)c(C)c3cc2c1C | -10.9 | 2.6% | . | 3.0% | . | . | .
CN(C)Cc1cc(C[C@@H]2C[C@H](NC(=O)CC(C)(C)C)C2(C)C)no1 | -14.7 | -24.1%[87.6 µM] | 4.2%[88.5 µM] | 5.0%[87.6 µM] | ? | -3.2%[172 µM] | ?
O=C(NCCc1ccccc1F)c1ccc2nnc(-c3ccoc3)n2c1 | -4.4 | 0.6%[87.6 µM] | -0.1%[88.5 µM] | 1.5%[87.6 µM] | ? | . | ?
Cc1nn(CC(=O)N2CC[C@H](CO)[C@H](O)C2)c(=O)c2ccccc12 | 18.3 | -6.0% | i | 0.7% | 1.0% | 5.1% | 2.6%
CCCCCCN(CCC(=O)NC(C)C)C(=O)c1ccoc1 | -4.9 | 13.1% | i | 1.3% | 3.9% | -0.6% | ?
O=C(O)CCC(=O)N1Cc2ccccc2CC2(CCCN(CC3CCOCC3)C2)C1 (stereo unspecified) | -0.3 | 4.9% | i | 10.7% | i | . | 4.1%
CC(=O)NCC(=O)N1CCCC(n2cc(-c3nc(-c4ccccc4)no3)nn2)C1 (stereo unspecified) | 16.0 | 72.0%[activator] | -11.5% | 5.6% | -18.3% | 35.5µM* | -22.7%
NC1(C(=O)O)CCc2cc(C(=O)O)ccc21 (stereo unspecified) | . | 17.0% | ? | -6.8% | . | . | .
COc1ccc(CN2C(=O)[C@@H]3C[C@@H](O)CN3C3(CNC3)C2=O)cc1 | 2.3 | 3.8%[87.6 µM] | -7.1%[88.5 µM] | -1.3%[87.6 µM] | -1.8%[174 µM] | 3.1%[172 µM] | ?
O=C1Nc2ccccc2CC12CCCN(Cc1ccc(Cl)cc1)C2 (stereo unspecified) | 6.5 | 8.5% | i | -7.7% | -25.6% | . | -28.8%
Cn1ccnc1C(=O)N1CCC(N2C(=O)C3(CCCC3)C2c2ccccc2)CC1 (stereo unspecified) | -6.3 | 30.5%[activator] | i | 5.0%[12.5 µM] | ? | 11.3% | -8.3%
